# Screening results as filed in PubChem.
# Dyrk1A ADPGlo = inhibitors of rat Dyrk1A kinase; Q63470; ADP-Glo luminescence, NFATc1 peptide; inhibition, % at 12.5 µM; 310,000 compounds, 0.43% hits; in the data active = inhibition above about 50%;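 note: plate controls were vehicle with enzyme for no effect and no enzyme for full effect; many of its hits are not listed in these tables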
# HSF1 inh = HSF1 inhibition; 300,000 compounds, 0.77% hits; activity change, negative = inhibition, % at 7.5 µM (by protocol); NIH3T3-HGL HSE-luciferase, MG132-induced, luminescence 8 h; hits give low values;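 active = more than half of replicate wells show activity change below -50%, luminescence cut by over half; inconclusive = some wells, but at most half, below -50%; inactive = no replicate well below -50%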;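 note: luciferase reports HSF-1 transcriptional activity via heat shock element; 0% = median of DMSO wells and -100% = zero luminescence signal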
# GSK3 alpha inh = inhibitors of human GSK-3 alpha kinase. AID 2650. 320,000 compounds, 0.1% hits. inhibition, % at 10 µM. P49840. ADP-Glo luminescence, 60 min;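 in the data active = inhibition above about 50%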;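 note: GST-tagged GSK-3 alpha with peptide substrate and 25 µM ATP; 0% = DMSO neutral wells and 100% = GW8510 positive control wells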
# Target sequence (P49840 whole entry, looked up): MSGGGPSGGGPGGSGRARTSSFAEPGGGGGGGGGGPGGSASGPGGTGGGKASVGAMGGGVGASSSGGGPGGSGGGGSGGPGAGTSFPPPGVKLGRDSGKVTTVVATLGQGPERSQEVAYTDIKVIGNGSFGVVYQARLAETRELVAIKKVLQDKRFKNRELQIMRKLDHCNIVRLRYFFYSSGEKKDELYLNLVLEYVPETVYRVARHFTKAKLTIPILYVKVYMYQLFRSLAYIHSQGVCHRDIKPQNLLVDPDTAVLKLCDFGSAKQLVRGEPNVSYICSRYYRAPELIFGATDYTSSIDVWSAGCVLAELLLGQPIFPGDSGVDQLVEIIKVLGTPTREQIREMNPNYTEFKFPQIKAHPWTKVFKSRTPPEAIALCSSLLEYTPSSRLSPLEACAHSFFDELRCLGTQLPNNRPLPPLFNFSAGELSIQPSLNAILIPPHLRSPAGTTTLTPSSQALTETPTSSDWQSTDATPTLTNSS
# HSF-1 act = increases HSF-1 driven luciferase reporter signal | NIH3T3-HGL HSF-1 luciferase reporter, MG132, 8 h; 100% = twice DMSO control signal | activation, % at 9 µM | 300,000 compounds, 1.7% hits | AID 504408;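 active = mean replicate activation of at least 50% with a set share of replicates each reaching 50%; inconclusive = only one of those two conditions met; inactive = mean below 50% and too few replicates reaching it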;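 note: 0% = median of the neutral control wells and 100% = twice that signal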
# GSK3beta inhib = human GSK3beta kinase inhibition; 300,000 compounds, 0.038% hits; AID 2097; GST-GSK3beta kinase, ADP-Glo luminescence, 60 min; hits give low values; P49841; activity score (negative = inhibition), % at 10 µM;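 active = more than half of replicate wells score below -50%, meaning over 50% inhibition versus plate controls; inconclusive = some replicates but at most half score below -50%; inactive = no replicate scores below -50%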;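 note: 0% = median DMSO wells and -100% = median GW8510 positive control wells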
# Target sequence (P49841 whole entry, looked up): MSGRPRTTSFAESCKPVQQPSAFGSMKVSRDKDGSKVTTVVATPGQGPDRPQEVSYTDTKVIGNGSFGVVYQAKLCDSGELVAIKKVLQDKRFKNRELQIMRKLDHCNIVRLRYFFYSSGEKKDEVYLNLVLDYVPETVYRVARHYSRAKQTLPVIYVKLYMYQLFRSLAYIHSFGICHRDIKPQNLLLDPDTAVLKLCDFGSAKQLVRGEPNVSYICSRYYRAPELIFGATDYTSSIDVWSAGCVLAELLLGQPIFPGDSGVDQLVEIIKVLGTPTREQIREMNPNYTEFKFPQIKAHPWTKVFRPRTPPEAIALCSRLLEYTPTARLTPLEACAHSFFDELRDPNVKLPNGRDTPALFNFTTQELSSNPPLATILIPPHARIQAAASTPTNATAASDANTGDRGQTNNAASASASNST
#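 Assay system: GST-tagged human GSK3beta kinase, cell-free; Input: 1.6 ng GSK3beta; Medium: Tris/MgCl2 kinase buffer; Timing: 60 min enzyme reaction, room temperature; Signal: ADP-Glo luminescence quantifying ADP generated by kinase; Evaluation: score relative to plate controls; Benchmarks: DMSO neutral wells and GW8510 at 20 µM as positive.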
# AI-2 QS modul = modulators of Vibrio harveyi AI-2 quorum sensing system | Vibrio harveyi JMH597 AI-2 luminescence/OD600 ratio, 9 h; hits give low values; strain lacks LuxN and CqsS sensors; 0 = neutral-control median | activity change, % at 7.5 µM | 300,000 compounds, 0.4% hits | AID 2094; in the data active = activity change below about -75%, passing the limit was not always enough; inconclusive = no clear call, values can overlap the other calls;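 note: luminescence divided by OD600 gain over 9 h not by final OD600 alone; inactives centre near 13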
# PolyA inhibitor = blocks polyadenylation in yeast reporter cells. 300,000 compounds, 0.02% hits. S. cerevisiae SKY197-pL101 polyadenylation reporter, beta-gal luminescence; efflux-impaired pdr1/pdr3 knockout yeast; score 100 = 6 SD above DMSO. calls only at 12 µM;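 active = lowest replicate activity score at least 50, where 100 means six control SD above control mean; inconclusive = lowest score under 50 but half or more replicates reach 50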;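 note: yeast exposed to compound for 9 h at 30 °C; higher score means more reporter readthrough which indicates perturbed polyadenylation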
# HDAC3 inh = inhibitors of human histone deacetylase 3; 320,000 compounds, 0.15% hits; AID 2718; O15379; inhibition, % at 8.3 µM; recombinant HDAC3, fluorogenic peptide/trypsin coupled, fluorescence; in the data active = inhibition above about 26%, passing the limit was not always enough; inconclusive = no clear call, values can overlap the other calls
# HSP90 inh = inhibitors of HSP90 luciferase refolding in rabbit reticulocyte lysate | 290,000 compounds, 0.91% hits | luciferase refolding luminescence, 3 h | AID 1789 | inhibition, % at 5.6 µM;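 active = inhibition above the screen-wide mean plus 3 SD, computed separately per campaign, cut at about 16% in these data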;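 note: 0% = DMSO wells and 100% = 60 µM geldanamycin wells; inhibitors lower the luminescence because luciferase stays unfolded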
# Platelet DG rel = modulates dense granule release in human platelets | human platelet-rich plasma, SFLLRN dense granule ATP release, luminescence | inhibition, %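 (compounds screened at 7.5 µM in platelet-rich plasma)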 | 300,000 compounds, 0.22% hits | AID 1663;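 active = mean replicate score, as percent of positive control, at or above 50; inconclusive = mean below 50 but at least one replicate at or above 50; inactive = mean and every replicate below 50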
# Numbers without * were called inactive; i = inactive; ? = inconclusive; · = no result given. Some of the compounds tested; count on the stated rates, not on these rows.
SMILES,Dyrk1A ADPGlo,HSF1 inh,GSK3 alpha inh,HSF-1 act,GSK3beta inhib,AI-2 QS modul,PolyA inhibitor,HDAC3 inh,HSP90 inh,Platelet DG rel
O=C(O)c1cc(NN=C2c3ccccc3-c3ccccc32)ccc1Cl,15,2,-1,25,3,26,i,4,-6,25
Cc1ccc(-c2nc(C(=O)NCCCN3CCOCC3)cc3c2[nH]c2ccccc23)cc1,4,13,2,11,-2,2,i,-13,7,-5
O=C(O)CC12CC3CC(C1)CC(n1ncc(NCc4ccc(F)cc4Cl)c(Cl)c1=O)(C3)C2,6,2,-3,14,3,5,i,1,2,-1
Cc1cc(C(=O)Nc2ccc(C(=O)O)cc2)c(-c2ccccc2)o1,-4,-6,-4,-8,3,7,i,-3,4,2
CC(=O)Nc1ccc(S(=O)(=O)NCCC(=O)OCC(=O)c2ccc(F)c(F)c2)cc1,-6,-3,0,-4,-2,22,i,11,-1,-7
O=S(=O)(c1ccc(OCC(O)CN2CCN(c3ccccc3)CC2)cc1)N1CCOCC1 (centres undefined),-3,-2,1,5,2,12,i,-2,-1,-3
Cc1ccc(S(=O)(=O)CCN2CCC(O)(c3ccccc3)CC2)cc1,-4,3,-2,38,2,22,i,-1,-1,17
Clc1ccc(C2=CSC3=Nc4cccc5cccc(c45)N23)cc1,11,4,4,26,-1,16,i,9,5,-6
Cc1ccc(CS(=O)(=O)Cc2ccc(C(=O)NCc3ccccn3)o2)cc1,-79,-9,0,-7,3,26,i,0,0,-4
O=C(CN1C(=O)NC2(CCCC2)C1=O)Nc1cc(Cl)ccc1N1CCCC1,3,6,5,39,1,12,i,-5,-1,-11
COc1cccc(OC)c1C(=O)Nc1ccc2c(c1)OCCO2,-1,-7,·,-4,1,14,i,1,-4,1
Nc1cccc2c1C(=O)N(CC(=O)NC13CC4CC(CC(C4)C1)C3)C2=O,-6,-1,0,11,0,12,i,?,0,4
Fc1ccc(-c2ccc(-c3nn4c(-c5ccco5)nnc4s3)o2)cc1,-1,-11,0,-9,1,54,i,9,2,5
CC(=O)c1cccc(NC(=S)NC(=O)c2ccccc2C)c1,·,-6,2,10,6,15,i,0,5,-6
CC(C)(C)CN1CCNC(=O)C1CC(=O)NC1Cc2ccccc2C1 (centres undefined),5,12,-3,5,2,24,i,1,-2,-5
Cc1[nH]c2ccccc2c1C(C#N)(C#N)C1C(=O)c2ccccc2C1=O,-5,5,5,13,-1,42,i,3,77*,5
CC1(C)CC(=O)c2cnc(N3CCN(c4ccccc4)CC3)nc2C1,4,-7,-2,8,3,13,i,2,-2,-3
O=C(Nc1nc2ccccc2[nH]1)C1CCC1,9,9,0,5,2,18,i,3,-3,5
CC(C)Oc1ccc(S(=O)(=O)N2CCOCC2)cc1NC(=O)Cc1cccs1,0,0,0,-1,-2,28,i,6,·,4
O=C(C1CC2CCC1C2)N1CCN(Cc2ccc3c(c2)OCO3)CC1 (centres undefined),·,-7,0,-1,2,-12,i,6,3,1
CCC1(C)Cc2sc3c(=O)[nH]c(=S)[nH]c3c2CO1 (centres undefined),-2,14,-3,14,3,9,i,1,-2,-6
O=C1N/C(=C/c2cccn2-c2ccc(F)cc2)C(=O)N1Cc1ccccc1F,-2,7,-1,4,6,15,i,-2,-1,5
CCN(Cc1ccncc1)Cc1nc(Cc2ccccc2Cl)no1,2,0,-1,-5,0,9,i,·,-3,19
CC(NCC1(N2CCOCC2)CCCCC1)C(=O)Nc1ccc(Cl)cc1Cl (centres undefined),6,5,-5,9,-4,9,i,4,0,2
COc1ccc(-c2c(C(=O)O)nc3ccccc3c2C(=O)O)cc1,-1,-6,-1,-7,2,27,·,4,-3,13
# (list continues)
SMILES,Dyrk1A ADPGlo,HSF1 inh,GSK3 alpha inh,HSF-1 act,GSK3beta inhib,AI-2 QS modul,PolyA inhibitor,HDAC3 inh,HSP90 inh,Platelet DG rel
CCOC(=O)C1=C(C)NC(SC)=NC1c1ccccc1 (centres undefined),-2,3,1,1,-3,-1,i,8,3,-1
O=C(CN(Cc1ccc(Cl)cc1)C(=O)CNS(=O)(=O)c1ccccc1)NCC1CCCO1 (centres undefined),-11,12,-2,26,-1,7,i,-2,4,-18
CC1(C)CC(=O)c2cnn(-c3nc4ccccc4[nH]3)c2C1,0,7,2,-3,-5,32,i,3,-2,0
Cn1c2ccccc2c2cc(/C=N/NC(=O)c3ccc(O)cc3O)ccc21,35,5,1,13,-2,32,i,1,4,-15
CC(C)CC(COCc1ccc(Cl)cc1)N1CCN(C(=O)c2ccc(C(F)(F)F)cc2)CCC1=O (centres undefined),6,-2,-1,1,5,20,·,20,-2,4
C/C(N)=C(/C#N)C(=O)COC(=O)c1cc(S(=O)(=O)N2CCCCC2)ccc1C,-2,2,-6,8,1,23,i,?,0,-1
CC(C)NC(=O)NC(=O)COC(=O)c1cccc(OC(F)F)c1,-5,1,0,13,6,1,i,-3,1,0
CC1CCCCN1C(=O)c1ccc(NC(=O)c2ccccc2Cl)cc1 (centres undefined),0,-9,0,-10,-4,-18,i,-1,-5,-2
O=C(O)c1ccc(COc2ccc(/C=N/NC(=O)c3cccs3)cc2)cc1,1,-6,·,13,2,16,i,-3,0,0
CC(C)Cn1cc(Cl)c(=O)n(CC(C)C)c1=O,-3,0,-3,1,6,-1,i,-1,0,-3
CCOc1nc(C)ccc1-c1noc(-c2ccco2)n1,-4,2,-4,6,4,19,i,0,0,7
CN(Cc1cc(=O)n2ccsc2n1)C1CCCCC1,-2,-4,·,6,-4,7,i,-10,-2,-2
CCOC(=O)C1CCN(Cc2cc(Cl)c3ccccc3c2O)CC1,1,78,-1,97*,1,22,i,-11,5,-33
Cc1cc(/C=C2\C(=N)N3N=CSC3=NC2=O)c(C)n1Cc1ccccc1,4,12,-2,24,-1,30,i,-8,4,5
CC(C)(O)C#Cc1ccc(CN2CCN(CCc3ccccc3)C(CCO)C2)s1 (centres undefined),-4,3,4,-10,-1,14,i,8,6,-1
COC(=O)Cn1c(=O)c(C)nc2ccccc21,-3,8,1,2,-1,40,i,-3,-1,-6
CCN(CC)S(=O)(=O)c1ccc(NC(=O)COC(=O)c2cc(S(=O)(=O)Nc3ccc(OC)cc3)ccc2O)cc1,·,8,-1,-7,-2,21,i,-1,0,7
O=C(Nc1ccccc1C(=O)OC1CCOC1=O)c1ccco1 (centres undefined),5,-5,-9,-2,0,23,i,4,-1,3
CCOc1ccc(S(=O)(=O)N(CC)CC(=O)NCc2ccncc2)cc1,4,-1,1,-5,-1,19,i,-4,-3,0
COc1ccnc(Oc2ccccc2)n1,1,0,-2,8,-3,1,i,-4,-4,2
CCCCc1ccc(NC(=O)CSC2=NN3CCCC(=O)N=C3S2)cc1,4,13,0,12,0,9,i,0,3,13
C=CCNC(=O)CC(=O)N/N=C/c1cccc(C)c1,-4,-11,0,-9,-12,19,i,0,-3,5
O=C(c1csc2c1CCCCC2)N1CCN(c2ncccn2)CC1,-2,-3,-2,-18,3,10,i,-1,-2,0
O=C(CSc1oc(-c2ccccc2)nc1S(=O)(=O)c1ccccc1)NCC1CCCO1 (centres undefined),8,6,-3,0,-2,3,i,-1,1,15
CC(=O)Nc1ccc(NC(=O)c2c(-c3ccccc3Cl)noc2C)c(C)c1,·,-4,0,-15,-2,8,i,-1,0,1

# Entries above that have a cyano group:
SMILES,Dyrk1A ADPGlo,HSF1 inh,GSK3 alpha inh,HSF-1 act,GSK3beta inhib,AI-2 QS modul,PolyA inhibitor,HDAC3 inh,HSP90 inh,Platelet DG rel
Cc1[nH]c2ccccc2c1C(C#N)(C#N)C1C(=O)c2ccccc2C1=O,-5,5,5,13,-1,42,i,3,77*,5
C/C(N)=C(/C#N)C(=O)COC(=O)c1cc(S(=O)(=O)N2CCCCC2)ccc1C,-2,2,-6,8,1,23,i,?,0,-1

# The listing continues:
SMILES,Dyrk1A ADPGlo,HSF1 inh,GSK3 alpha inh,HSF-1 act,GSK3beta inhib,AI-2 QS modul,PolyA inhibitor,HDAC3 inh,HSP90 inh,Platelet DG rel
COCCSc1ccccc1C(=O)Nc1ccc(Cl)cc1,-1,2,2,-5,3,12,i,3,0,-1
O=C(N/N=C/c1cccnc1)c1ccco1,2,2,-1,20,-1,-7,i,-4,1,7
CC(CCc1ccco1)NC(=O)CCc1nnc2ccc(NCc3ccccc3)nn12 (centres undefined),-5,-6,0,2,1,33,i,-6,-3,?
Oc1ccccc1C=Nc1ccccc1-c1nc2ccccc2[nH]1,6,7,-2,28,3,12,i,-13,-6,14
COc1cc(OC)cc(C2C(C#N)=C(N)Oc3n[nH]c(-c4cccnc4)c32)c1 (centres undefined),-1,0,2,3,3,2,i,-2,18*,2
CCN(CC(=O)Nc1c(F)cccc1F)C(=O)C1CC(=O)N(CCc2ccccc2)C1 (centres undefined),16,1,-2,2,-3,18,i,4,·,·
CC1(C(=O)NC2CCCC2)CCC(=O)N1Cc1cccs1 (centres undefined),-7,-7,0,-14,-1,14,i,3,2,1
Cc1ccc(S(=O)(=O)N(C)/N=C2/C(=O)N(CC(=O)O)c3ccccc32)cc1,-4,6,-1,-11,1,7,i,5,1,10
Cc1ccccc1CN(C)C(=O)c1ccc2ccccc2n1,-2,-5,2,-2,-4,43,i,1,-2,1
COc1ccc(S(=O)(=O)N2CCCCC2)cc1NC(=O)COc1ccccc1,0,7,-1,5,1,-3,i,-1,·,-14
C=CCn1c(O)c(N=NC(=S)Nc2ccc(OC)cc2)c2ccccc21,-1,-16,0,-2,1,7,·,-3,5,4
COc1cc(C(=O)NCCc2ccc3c(c2)OCCO3)ccc1OCC(=O)N1CCOCC1,0,1,-2,1,1,22,i,-8,-2,6
CC1CCCC(C)N1/N=C/c1ccc(Cl)cc1 (centres undefined),5,-4,-1,8,-1,11,i,6,3,3
O=C(COc1cccc2cccnc12)NCC(F)(F)F,1,-3,-2,-8,-3,-2,i,-8,-1,0
O=C(Cc1ccc(F)cc1)Nc1nnc(SCC(=O)N2CCCCC2)s1,·,1,0,7,1,3,i,-2,-3,4
CN(C)c1nc(NCc2ccccc2)nc(SCC(N)=O)n1,3,-2,-1,-13,-3,16,i,-3,1,-8
O=C(O)/C=C/c1cccc2c1OCCO2,-6,3,1,5,6,7,i,·,-5,-8
COc1ccc(CCNC(=O)CSc2nc3ccsc3c(=O)n2CC2CCC(C(=O)O)CC2)cc1OC (centres undefined),3,-6,2,-11,-3,-8,i,0,3,-1
CN(C(=O)C1CCOC1)c1nnc(-c2cccnc2)s1 (centres undefined),6,-8,0,-12,2,11,i,1,1,2
CCCn1c(SC/C(O)=C(\C#N)c2nc3ccccc3[nH]2)n[nH]c1=O,-5,1,·,6,-2,17,i,4,-5,1
